Screens (PubChem BioAssay)
PolyA inhibitor: blocks polyadenylation in yeast reporter cells | S. cerevisiae SKY197-pL101 polyadenylation reporter, beta-gal luminescence; efflux-impaired pdr1/pdr3 knockout yeast; score 100 = 6 SD above DMSO | calls only at 12 µM | actives 0.02% (n = 300,000);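 active = lowest replicate activity score at least 50, where 100 means six control SD above control mean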;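 also: yeast exposed to compound for 9 h at 30 °C; higher score means more reporter readthrough which indicates perturbed polyadenylation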
AI-2 QS modul: Vibrio harveyi AI-2 quorum sensing modulation | Vibrio harveyi JMH597 AI-2 luminescence/OD600 ratio, 9 h; stronger effect = lower value; strain lacks LuxN and CqsS sensors; 0 = neutral-control median | activity change, % at 7.5 µM | actives 0.4% (n = 300,000) | AID 2094; in the data active = activity change below about -75%, passing the limit was not always enough;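 also: luminescence divided by OD600 gain over 9 h not by final OD600 alone; inactives centre near 13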
HSF1 inhib: HSF1 inhibition | NIH3T3-HGL HSE-luciferase, MG132-induced, luminescence 8 h; stronger effect = lower value | activity change, negative = inhibition, % at 7.5 µM (by protocol) | actives 0.77% (n = 300,000);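 active = more than half of replicate wells show activity change below -50%, luminescence cut by over half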;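 also: luciferase reports HSF-1 transcriptional activity via heat shock element; 0% = median of DMSO wells and -100% = zero luminescence signal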
DYRK1A inh: Dyrk1A (rat) kinase inhibition. inhibition, % at 12.5 µM. actives 0.43% (n = 310,000). Q63470. ADP-Glo luminescence, NFATc1 peptide; in the data active = inhibition above about 50%;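 also: plate controls were vehicle with enzyme for no effect and no enzyme for full effect; many of its hits are not listed in these tables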
HDAC3 inh: inhibitors of human histone deacetylase 3; recombinant HDAC3, fluorogenic peptide/trypsin coupled, fluorescence; inhibition, % at 8.3 µM; actives 0.15% (n = 320,000); AID 2718; in the data active = inhibition above about 26%, passing the limit was not always enough
Target sequence (O15379 whole entry, looked up): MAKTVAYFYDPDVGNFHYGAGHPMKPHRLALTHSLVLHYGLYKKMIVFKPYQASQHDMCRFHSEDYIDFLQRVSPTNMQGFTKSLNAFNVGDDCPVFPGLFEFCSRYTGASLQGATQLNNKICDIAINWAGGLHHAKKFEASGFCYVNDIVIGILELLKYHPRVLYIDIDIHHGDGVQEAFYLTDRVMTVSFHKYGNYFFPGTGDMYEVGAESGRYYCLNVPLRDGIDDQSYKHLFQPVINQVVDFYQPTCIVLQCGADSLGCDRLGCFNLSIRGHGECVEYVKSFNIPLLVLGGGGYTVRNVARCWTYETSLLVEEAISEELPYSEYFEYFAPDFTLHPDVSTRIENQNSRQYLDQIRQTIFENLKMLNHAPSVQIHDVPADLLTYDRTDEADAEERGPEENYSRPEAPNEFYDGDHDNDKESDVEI
GSK3B inh: blocks human GSK3beta kinase activity. P49841. GST-GSK3beta kinase, ADP-Glo luminescence, 60 min; stronger effect = lower value. activity score (negative = inhibition), % at 10 µM. actives 0.038% (n = 300,000);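 active = more than half of replicate wells score below -50%, meaning over 50% inhibition versus plate controls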;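 also: 0% = median DMSO wells and -100% = median GW8510 positive control wells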
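Test system – GST-tagged human GSK3beta kinase, cell-free · Incubation – 60 min enzyme reaction, room temperature · Signal – ADP-Glo luminescence · Also added – peptide substrate and ATP at 25 µM · Controls – DMSO neutral wells and GW8510 at 20 µM as positive · Buffer or medium – Tris/MgCl2 kinase buffer · Measure – Luminescence-derived activity versus plate DMSO and GW8510 wells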
GSK3 alpha inh: human GSK-3 alpha kinase inhibition. P49840. ADP-Glo luminescence, 60 min. inhibition, % at 10 µM. actives 0.1% (n = 320,000). AID 2650;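 in the data active = inhibition above about 50%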;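 also: GST-tagged GSK-3 alpha with peptide substrate and 25 µM ATP; 0% = DMSO neutral wells and 100% = GW8510 positive control wells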
Target sequence (P49840 whole entry, looked up): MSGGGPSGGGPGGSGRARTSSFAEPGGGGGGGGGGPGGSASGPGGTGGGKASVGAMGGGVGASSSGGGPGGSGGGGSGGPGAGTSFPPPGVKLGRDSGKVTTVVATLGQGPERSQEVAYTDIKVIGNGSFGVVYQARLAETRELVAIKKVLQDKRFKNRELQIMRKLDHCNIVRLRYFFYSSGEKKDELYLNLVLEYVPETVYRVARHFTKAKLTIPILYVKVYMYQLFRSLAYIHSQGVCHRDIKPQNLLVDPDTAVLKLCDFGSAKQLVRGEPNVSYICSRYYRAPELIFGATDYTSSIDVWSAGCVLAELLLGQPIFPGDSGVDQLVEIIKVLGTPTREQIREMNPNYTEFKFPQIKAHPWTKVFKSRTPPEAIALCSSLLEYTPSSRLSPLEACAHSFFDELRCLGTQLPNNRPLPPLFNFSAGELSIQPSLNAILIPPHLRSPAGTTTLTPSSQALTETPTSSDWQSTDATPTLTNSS
HSP90 refold inh: blocks HSP90-mediated luciferase refolding in reticulocyte lysate | AID 1789 | inhibition, % at 5.6 µM | actives 0.91% (n = 290,000) | Rabbit reticulocyte lysate, luciferase refolding luminescence, 3 h;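 active = inhibition above the screen-wide mean plus 3 SD, computed separately per campaign, cut at about 16% in these data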;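 also: 0% = DMSO wells and 100% = 60 µM geldanamycin wells; inhibitors lower the luminescence because luciferase stays unfolded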
HSF-1 act: increases HSF-1 driven luciferase reporter signal; AID 504408; NIH3T3-HGL HSF-1 luciferase reporter, MG132, 8 h; 100% = twice DMSO control signal; activation, % at 9 µM; actives 1.7% (n = 300,000);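 active = mean replicate activation of at least 50% with a set share of replicates each reaching 50%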;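 also: 0% = median of the neutral control wells and 100% = twice that signal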
Platelet DG rel: platelet dense granule release activity; human platelet-rich plasma, SFLLRN dense granule ATP release, luminescence; inhibition, %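 (compounds screened at 7.5 µM in platelet-rich plasma)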; actives 0.22% (n = 300,000); AID 1663;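 active = mean replicate score, as percent of positive control, at or above 50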
Active calls of the source: *; i = inactive; . = not tested or not shown. Not all compounds are listed; the hit share may differ from the screen's.

item	SMILES	GSK3B inh	AI-2 QS modul	PolyA inhibitor	DYRK1A inh	HSF-1 act
1	COc1ccc(-n2nc3ccc(N)cc3n2)cc1Cl	.	.	i	-1	13
2	COc1ccc(NC(=O)CSCC(=O)Nc2ccc(S(=O)(=O)N3CCCCC3)cc2)cc1	2	15	i	1	4
3	Cc1ccc(NC(=O)NC(=O)COc2ccc(Cl)cc2Cl)c(C)c1	2	27	i	-3	-13
4	Cc1c(C)n(C(=O)CN2CCN(c3ccccc3)CC2)c2ccccc12	4	25	i	-2	-2
5	COc1cc(Cl)c(S(=O)(=O)N2CCN(Cc3ccc4c(c3)OCO4)CC2)cc1Cl	3	-6	i	9	-9
6	CCOC(=O)C1=C(C)OC(N)=C(C#N)C1c1ccccc1 (stereo not drawn)	-4	9	i	-5	33
7	FC(F)(F)Oc1ccc(Nc2nc3ccccc3o2)cc1	1	24	i	1	78*
8	O=C(NCc1ccccc1)N1CCN(c2ccccc2F)CC1	3	6	i	-6	4
9	COC(=O)c1ccccc1NC(=O)CN(C)S(=O)(=O)c1cc(C)ccc1OC	-1	-4	i	6	8
10	N#C/C(=C/c1cccc([N+](=O)[O-])c1)c1nnc2n1CCCCC2	2	18	i	-1	-3
11	O=C(c1ccco1)N1CCN(Cc2cc(=O)c(OCc3c(F)cccc3Cl)co2)CC1	0	18	i	-4	-5
12	CC1(C)CC(=O)C=C(Nc2ccc(Cl)cc2)C1	-1	16	i	-1	7
13	O=C(c1ccccc1)N(Cc1ccc2c(c1)OCO2)Cc1nc2ccccc2c(=O)[nH]1	1	6	i	-1	24
14	COc1ccc(CCNC(=O)CCNS(=O)(=O)c2cccc3nsnc23)cc1OC	2	15	i	4	0
15	CC(=O)Nc1ccc2c(c1)nc(CCN1CCOCC1)n2C	1	0	i	5	20

item	HDAC3 inh	HSF1 inhib	HSP90 refold inh	Platelet DG rel	GSK3 alpha inh
1	-72	7	11	5	-2
2	-4	2	1	-4	-1
3	4	-1	4	-17	-2
4	9	0	1	-1	0
5	-2	5	-3	-4	.
6	6	10	-1	1	1
7	10	45	7	2	-67
8	.	-8	-2	4	.
9	-3	-3	1	2	1
10	-2	0	-1	11	-5
11	3	1	.	11	-1
12	-8	1	3	-1	0
13	4	3	0	4	-1
14	0	2	-1	-3	-1
15	-5	-1	0	4	1

The listing continues.
item	SMILES	GSK3B inh	AI-2 QS modul	PolyA inhibitor	DYRK1A inh	HSF-1 act
16	Cc1cc(-n2c(C)cc(C(=O)CN3C(=O)NC4(CCCC4)C3=O)c2C)no1	3	23	i	.	7
17	COc1ccc(CN2CCC(CO)(Cc3cccc(C(F)(F)F)c3)CC2)cc1Cn1cccn1	-1	11	i	-4	7
18	CCOC(=O)CSc1nc2sc(C)c(C)c2c(=O)n1N	0	19	i	0	11
19	Cc1c(C(=O)Nc2ccccc2F)sc2ncn(CC(=O)N3CCCCC3)c(=O)c12	-2	6	i	-6	-3
20	Cc1nn(C)c(Cl)c1/C=N/OC(=O)c1ccccc1	2	26	i	0	-32
21	Cc1ccccc1NC(=O)NCCc1ccc(Cl)cc1	0	14	i	0	11
22	COCCn1c(=O)c2c(nc3n2CCCN3CCc2ccccc2)n(C)c1=O	1	18	i	.	12
23	O=C(CCN1CCCCC1)NNC(=O)C12CC3CC(CC(C3)C1)C2	1	28	i	-5	5
24	COc1ccc(S(=O)(=O)NCc2ccco2)cc1C(=O)N1CCCCC1	-1	17	i	-3	8
25	Cn1c(=O)n(CC(=O)N2CCN(c3nnc(-c4ccccc4)c4ccccc34)CC2)c2ccccc21	4	20	i	2	19
26	COc1ccc(NC(=O)C2CCN(S(=O)(=O)c3cccc4nonc34)CC2)c(OC)c1	6	23	i	3	0
27	COc1ccc(S(=O)(=O)NCCSCc2ccco2)cc1	-7	-1	i	18	9
28	CC(C)CC(NC(N)=O)C(=O)OCC(=O)NC(=O)NC1CCCC1 (stereo not drawn)	3	12	i	3	5
29	CCOCCCN(C)C1CCN(C(=O)c2oc3ccccc3c2NC(=O)c2ccc(F)cc2)CC1	0	15	i	3	-1
30	O=[N+]([O-])c1cc(C(F)(F)F)ccc1NCCc1c[nH]c2ccccc12	3	-1	i	0	-1

item	HDAC3 inh	HSF1 inhib	HSP90 refold inh	Platelet DG rel	GSK3 alpha inh
16	-4	1	-3	-2	-3
17	-2	-4	1	3	2
18	-7	2	4	0	-7
19	5	-3	-2	-3	-1
20	10	-18	0	0	0
21	-2	4	3	0	1
22	0	-3	-1	-5	0
23	-7	-7	-2	-3	4
24	0	-3	-2	-2	-1
25	1	12	1	4	-3
26	5	-7	-2	-24	-1
27	3	0	-3	-3	0
28	-4	-2	-1	-3	-6
29	-4	-2	-1	-2	.
30	10	-8	2	-10	-2

In a second layout: eight of the compounds above.
| No. | Structure | GSK3B inh | AI-2 QS modul | PolyA inhibitor | DYRK1A inh | HSF-1 act | HDAC3 inh | HSF1 inhib | HSP90 refold inh | Platelet DG rel | GSK3 alpha inh |
| --- | --- | --- | --- | --- | --- | --- | --- | --- | --- | --- | --- |
| 1 | COc1ccc(-n2nc3ccc(N)cc3n2)cc1Cl | . | . | i | -1 | 13 | -72 | 7 | 11 | 5 | -2 |
| 2 | COc1ccc(NC(=O)CSCC(=O)Nc2ccc(S(=O)(=O)N3CCCCC3)cc2)cc1 | 2 | 15 | i | 1 | 4 | -4 | 2 | 1 | -4 | -1 |
| 3 | Cc1ccc(NC(=O)NC(=O)COc2ccc(Cl)cc2Cl)c(C)c1 | 2 | 27 | i | -3 | -13 | 4 | -1 | 4 | -17 | -2 |
| 4 | Cc1c(C)n(C(=O)CN2CCN(c3ccccc3)CC2)c2ccccc12 | 4 | 25 | i | -2 | -2 | 9 | 0 | 1 | -1 | 0 |
| 5 | COc1cc(Cl)c(S(=O)(=O)N2CCN(Cc3ccc4c(c3)OCO4)CC2)cc1Cl | 3 | -6 | i | 9 | -9 | -2 | 5 | -3 | -4 | . |
| 6 | CCOC(=O)C1=C(C)OC(N)=C(C#N)C1c1ccccc1 (stereo not drawn) | -4 | 9 | i | -5 | 33 | 6 | 10 | -1 | 1 | 1 |
| 7 | FC(F)(F)Oc1ccc(Nc2nc3ccccc3o2)cc1 | 1 | 24 | i | 1 | 78* | 10 | 45 | 7 | 2 | -67 |
| 8 | O=C(NCc1ccccc1)N1CCN(c2ccccc2F)CC1 | 3 | 6 | i | -6 | 4 | . | -8 | -2 | 4 | . |

New compounds follow
item	SMILES	GSK3B inh	AI-2 QS modul	PolyA inhibitor	DYRK1A inh	HSF-1 act
31	CC(OC(=O)c1ccc(O)cc1)C(=O)Nc1cc(C(F)(F)F)ccc1Cl (stereo not drawn)	2	-2	i	4	7
32	O=C(CCc1nnc(-c2ccc3c(c2)OCO3)o1)N1CCC(c2ccc(F)cc2)C1 (stereo not drawn)	-4	-4	i	-6	26
33	O=C(COC(=O)c1cc(=O)[nH]c2ccccc12)Nc1nccs1	-2	30	i	5	-1
34	Cc1ccc(C(=O)Nc2sc(C)c(-c3ccccc3)c2C(N)=O)cc1[N+](=O)[O-]	1	2	i	-3	-83
35	COc1ccc(Cl)cc1-c1nc(SCC(=O)NC(C)C(C)C)n[nH]1 (stereo not drawn)	4	17	i	0	-8
36	COc1ccc(NC(=O)c2cncc(Br)c2)c(S(=O)(=O)N2CCOCC2)c1	0	-7	i	2	4
37	CCc1ccc(Nc2nc(C)cc(C)n2)cc1	2	9	i	0	23
38	Nc1nnc(C(=O)c2ccccc2N)s1	4	13	i	-1	-3
39	CCCOC(=O)Cc1c(O)c2ccccc2[nH]c1=O	4	5	i	-6	-22
40	O=C(COc1ccc([N+](=O)[O-])cc1)N1CCN(c2nnc(-c3ccccc3)c3ccccc23)CC1	3	8	i	-1	8
41	NC(=O)NC(=O)C[n+]1cccc(/C=N/O)c1	3	12	i	2	13
42	CN(C/C=C/c1ccccc1[N+](=O)[O-])Cc1ccccc1	2	34	i	12	-1
43	C=CCOC(=O)C1=C(C)Nc2[nH]c(=O)[nH]c(=O)c2C1c1ccccc1 (stereo not drawn)	4	40	.	0	9
44	O=C(Cc1csc(-c2ccccc2)n1)NCc1ccc(F)cc1	1	13	i	-1	6
45	CCC(=O)c1ccc2ncccc2c1	0	10	i	-10	5

item	HDAC3 inh	HSF1 inhib	HSP90 refold inh	Platelet DG rel	GSK3 alpha inh
31	6	10	3	-7	0
32	2	14	-2	-4	31
33	2	5	0	8	.
34	13	-81*	6	0	-6
35	3	-1	3	-4	2
36	4	-10	1	-5	1
37	5	13	-6	-6	-3
38	4	1	-2	1	3
39	-3	-5	2	-23	4
40	5	6	13	11	1
41	4	-7	3	7	-2
42	0	6	1	5	0
43	-3	-15	6	-1	7
44	-6	9	3	-3	-2
45	-5	0	1	-1	.

Remaining list, next part:
item	SMILES	GSK3B inh	AI-2 QS modul	PolyA inhibitor	DYRK1A inh	HSF-1 act
46	CN1CCN(C(=S)NC(=O)c2ccccc2Cl)CC1	-8	-6	i	-1	23
47	O=C(NCc1ccc(F)cc1)C(c1ccccc1)N(C(=O)c1csnn1)C1CCCC1 (stereo not drawn)	2	19	i	-5	-15
48	Cc1ccc(CSc2nnc(SCC(=O)N/N=C/C=C/c3ccccc3[N+](=O)[O-])s2)cc1	3	16	i	-11	15
49	CSc1nccn1CC(=O)Nc1ccc(F)cc1	4	-4	i	3	31
50	Cc1noc(C)c1CSc1nnc2cc(C)c3ccccc3n12	1	16	i	.	6
51	Cc1ccc(Cl)cc1N1CCN(C(=O)C2CCC(=O)N2C(C)C)CC1 (stereo not drawn)	1	-4	i	0	2
52	S=C(Nc1ccccc1Cl)N(Cc1ccccc1)Cc1cccnc1	-4	-5	i	.	20
53	O=C(COc1cc2oc(=O)c3c(c2cc1Cl)CCC3)NCC1CCC(C(=O)O)CC1 (stereo not drawn)	3	27	i	-6	-11
54	Cc1ccc(C(=O)NC2CCN(S(=O)(=O)c3ccccc3)CC2)cc1	-3	-6	i	-5	-5
55	CC(=O)c1ccc(NC(=S)NC(=O)CC(C)C)cc1	2	20	i	-3	7
56	O=C(O)c1cnn(-c2ccccc2)c1C(F)(F)F	2	15	i	-4	-1
57	Cc1ccc2nc3c(cc(C(=O)NCCc4ccccc4)c(=N)n3CCCN3CCOCC3)c(=O)n2c1	-4	-3	i	-4	-11
58	CCC(C(=O)NC1CCCC1)N(C(=O)c1snc(C(N)=O)c1N)c1ccc(OC)cc1 (stereo not drawn)	-2	8	i	-4	-6

item	HDAC3 inh	HSF1 inhib	HSP90 refold inh	Platelet DG rel	GSK3 alpha inh
46	.	-2	4	-8	-2
47	1	-3	2	2	0
48	4	9	-2	-2	-2
49	5	1	0	-16	0
50	1	-5	.	-7	.
51	3	-1	3	10	-2
52	1	13	4	-2	1
53	-2	0	-5	-1	0
54	-13	-6	-1	10	-2
55	5	6	4	0	.
56	12	-4	-4	1	-4
57	-59	-4	2	-13	0
58	1	-2	-5	12	-2
